PREPL inhibitor: inhibitors of human prolyl oligopeptidase-like enzyme PREPL | inhibition, % at 5.96 µM | Q4J6C6 | 320,000 tested, 0.68% active | AID 2751 | recombinant PREPL, fluorescence polarization activity-based probe; in the data active = inhibition above about 43%;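 also: 0% = enzyme with DMSO and 100% = wells lacking enzyme; many of its hits are not listed in these tables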
Target sequence (Q4J6C6 whole entry, looked up): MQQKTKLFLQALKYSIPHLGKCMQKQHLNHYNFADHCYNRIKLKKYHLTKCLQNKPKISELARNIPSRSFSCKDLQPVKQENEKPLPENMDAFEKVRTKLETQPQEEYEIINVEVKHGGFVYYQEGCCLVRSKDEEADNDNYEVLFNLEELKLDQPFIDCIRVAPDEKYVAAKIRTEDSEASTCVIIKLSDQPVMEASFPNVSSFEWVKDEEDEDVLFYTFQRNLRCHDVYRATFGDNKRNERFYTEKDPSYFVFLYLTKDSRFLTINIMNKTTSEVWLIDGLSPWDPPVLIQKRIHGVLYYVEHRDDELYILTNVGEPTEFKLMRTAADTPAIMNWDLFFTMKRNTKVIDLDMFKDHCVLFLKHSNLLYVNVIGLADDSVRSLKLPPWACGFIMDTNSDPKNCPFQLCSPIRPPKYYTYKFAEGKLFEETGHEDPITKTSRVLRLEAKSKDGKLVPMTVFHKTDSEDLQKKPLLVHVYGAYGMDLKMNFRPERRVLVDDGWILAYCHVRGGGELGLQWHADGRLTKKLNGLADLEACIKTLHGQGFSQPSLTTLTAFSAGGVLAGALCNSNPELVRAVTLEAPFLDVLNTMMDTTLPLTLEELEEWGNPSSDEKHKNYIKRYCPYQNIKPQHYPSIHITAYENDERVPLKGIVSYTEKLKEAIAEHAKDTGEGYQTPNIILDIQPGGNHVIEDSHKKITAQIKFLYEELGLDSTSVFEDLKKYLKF
GSTO1 counter: blocks human GSTO1 in RBBP9 counter-screen; P78417; recombinant GSTO1, activity-based probe fluorescence polarization; inhibition, % at 5.96 µM; 300,000 tested, 1.1% active; AID 1974;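 active = inhibition above the campaign mean inhibition plus 3 SD, cut at about 35% in these data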;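 also: 0% = GSTO1-1 with DMSO and 100% = wells lacking GSTO1-1 enzyme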
LYPLA2 counter: blocks human lysophospholipase 2, a PME1 counter-screen. AID 2177. recombinant LYPLA2, FP-Rh probe fluorescence polarization. inhibition, % at 5.9 µM. 320,000 tested, 0.38% active. O95372;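 active = inhibition above the screen-wide mean plus 3 SD, limit set per campaign, cut at about 26% in these data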;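 also: 0% = LYPLA2 with DMSO and 100% = wells lacking LYPLA2 enzyme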
PAFAH2 FP inh: PAFAH2 (human) inhibition; Q99487; recombinant PAFAH2, FP-rhodamine activity probe, fluorescence polarization; inhibition, % at 3.39 µM; 340,000 tested, 0.99% active; AID 492956;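 active = inhibition above the mean over all tested compounds plus 3 SD, cut at about 30% in these data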;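 also: inhibitors block probe labeling of enzyme so polarization drops; 0% = enzyme with DMSO and 100% = wells lacking PAFAH2 protein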
PAD4 inh: inhibitors of human PAD4. recombinant PAD4, RCA probe fluorescence polarization. Q9UM07. 330,000 tested, 0.41% active. inhibition, % at 6.36 µM;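 active = percent inhibition above a cutoff equal to the mean of all tested compounds plus 3 SD, cut at about 15% in these data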;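 also: 0% = PAD4 with RCA probe and DMSO and 100% = probe without PAD4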
PAFAH1B2 inh: PAFAH1B2 (human) inhibition. inhibition, % at 3.39 µM. AID 492953. 340,000 tested, 1.2% active. recombinant PAFAH1B2, FP-rhodamine activity probe, fluorescence polarization. P68402;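 active = inhibition above the mean of all tested compounds plus 3 SD, cut at about 24% in these data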;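 also: 0% = enzyme with DMSO and 100% = wells lacking PAFAH1B2; many of its hits are not listed in these tables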
Target sequence (P68402 whole entry, looked up): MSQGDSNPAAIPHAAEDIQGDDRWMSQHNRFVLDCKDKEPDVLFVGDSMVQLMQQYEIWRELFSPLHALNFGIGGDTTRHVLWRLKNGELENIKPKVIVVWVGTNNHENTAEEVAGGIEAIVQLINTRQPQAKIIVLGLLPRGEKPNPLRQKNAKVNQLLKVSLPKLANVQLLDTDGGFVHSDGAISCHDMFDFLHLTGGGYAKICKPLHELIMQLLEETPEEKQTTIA
LYPLA1 inh: counter-screen for PME1 inhibitors: inhibitors of human LYPLA1 | O75608 | recombinant LYPLA1, FP-Rh probe fluorescence polarization | inhibition, % at 5.9 µM | 320,000 tested, 0.16% active;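 active = inhibition above the mean of all tested compounds plus 3 SD, set per campaign, cut at about 14% in these data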;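 also: inhibitors block serine hydrolase probe labeling of LYPLA1 so polarization falls; 0% = enzyme with DMSO and 100% = wells lacking LYPLA1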
PAFAH1B3 FP inh: PAFAH1B3 (human) inhibition; recombinant PAFAH1B3, FP-rhodamine probe, fluorescence polarization; 340,000 tested, 0.28% active; inhibition, % at 3.39 µM;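 active = inhibition above the screen-wide average of all tested compounds plus 3 SD, cut at about 25% in these data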;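 also: 0% = enzyme with DMSO only and 100% = wells lacking PAFAH1B3 protein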
pPAFAH FP inh: inhibitors of human plasma PAF acetylhydrolase (pPAFAH). Q13093. recombinant pPAFAH, FP-rhodamine probe fluorescence polarization. inhibition, % at 3.39 µM. 330,000 tested, 1.5% active;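 active = inhibition above the mean inhibition across the screen plus 3 SD, cut at about 25% in these data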;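 also: inhibitors block binding of the rhodamine activity-based probe so polarization drops; 0% = enzyme with DMSO and 100% = wells lacking pPAFAH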
Starred values were filed as active, the others as inactive; · = no result given. This is a subset. The share of hits here may be higher or lower than overall.

Values run as follows: PREPL inhibitor	GSTO1 counter	LYPLA2 counter	PAFAH2 FP inh	PAD4 inh	PAFAH1B2 inh	LYPLA1 inh	PAFAH1B3 FP inh	pPAFAH FP inh
[1] CCOC(=O)COc1ccccc1/C=C1/NC(=O)NC1=O
→ 10	1	1	2	-2	4	-2	-4	-1
[2] COC(=O)[C@H](CCSC)NC(=O)NC1CCN(Cc2ccccc2)CC1
→ 11	1	-7	-3	1	5	1	6	4
[3] COc1ccc(N2CCN(CCC(=O)c3ccc4ccccc4c3)CC2)cc1
→ 23	-14	29*	-5	1	0	8	7	5
[4] Cc1ccc(S(=O)(=O)N2CCCC(C)C2)cc1 (stereo unspecified)
→ 4	6	3	7	1	11	1	0	0
[5] Cc1ccc(CSc2nnc(CCCCCNC(=O)OC(C)(C)C)o2)cc1
→ 11	8	7	-1	1	11	6	9	13
[6] COc1cc(-c2cc(C(=O)Nc3c(Cl)cc(Cl)cc3Cl)c3ccccc3n2)cc(OC)c1OC
→ 6	-2	-7	-29	-1	6	-3	1	-3
[7] COc1cccc(NC(=O)CC2C(=O)NCCN2C(=S)Nc2ccc(F)cc2)c1 (stereo unspecified)
→ -8	-7	-1	-2	-8	0	0	7	1
[8] O=c1cnnc(Nc2ccc(Nc3ccccc3)cc2)[nH]1
→ 33	1	2	5	1	0	4	7	6
[9] COCCCNC(=O)c1ccc2c(=O)n(Cc3ccccc3OC)c(=S)[nH]c2c1
→ -2	4	1	-2	-1	4	-4	2	4
[10] CCCCSc1nnc(-c2ccccc2NC(C)=O)c(=O)[nH]1
→ 13	-10	3	7	2	6	-2	7	3
[11] Cc1cc2cc(C#N)c(NCCNC(=S)NCCCN3CCOCC3)nc2cc1C
→ 5	-4	-1	-9	-2	1	0	2	2
[12] COc1ccc(NC(=O)C2CCC(=O)N2S(=O)(=O)c2ccc(C)cc2)c(OC)c1 (stereo unspecified)
→ 2	0	-5	5	-12	-1	-4	-4	-7
[13] Cc1ccc(N2C(=O)C3C4C=CC(CNC(=S)N5CCN(c6cccc(C)c6)C(C)C5)(O4)C3C2=O)cc1 (stereo unspecified)
→ 12	2	-2	0	-2	5	0	8	11
[14] NC(=O)c1ccccc1NC(=O)Nc1ccc(F)c(Cl)c1
→ -1	-5	-8	6	-1	6	-5	2	4
[15] C=CCc1cc(OC)ccc1OCCCCn1cncn1
→ -2	-6	7	0	-1	-1	-1	3	2
[16] CCOC(=O)c1ccccc1NC(=O)CN(c1ccccc1OCC)S(C)(=O)=O
→ -8	8	-4	-2	0	3	-4	5	3
[17] Cc1nc(SCC(=O)O)c(C#N)c(-c2ccco2)c1C(=O)N(C)C
→ 3	-3	1	2	4	1	-1	2	3
[18] O=C(/C=C/c1ccco1)NC(=S)Nc1cccc(-c2nc3ccccc3s2)c1
→ -9	-15	-37	-20	-11	-11	-34	2	0
[19] CNC(=O)CSc1nnc(COc2ccc([N+](=O)[O-])cc2)n1C
→ 8	2	0	0	-1	4	0	11	2
[20] CCOc1ncccc1C(=O)N(CC)CC(=O)NCc1ccc(F)cc1
→ 12	4	-6	3	0	3	0	-1	-1
[21] O=C(COC(=O)C12CC3CC(CC(C3)C1)C2)Nc1ccccc1F
→ -6	0	-1	40*	-2	11	0	12	11
[22] CC(C)(C)OC(=O)C[C@H]1C/C=C\C[C@@H](CC(=O)NCCO)C(=O)N[C@H](C(C)(C)C)COC1=O
→ 8	·	·	2	-3	1	·	1	0
[23] CC(C)(C)OC(=O)N1CCN(CCNC(=O)c2ccccc2)CC1
→ 2	0	0	4	-8	6	-2	0	9
[24] CC(=O)OCC1OC(n2cc(F)c(=O)[nH]c2=O)C(OC(C)=O)C1OC(C)=O (stereo unspecified)
→ 0	10	-2	1	1	5	-2	3	-1
[25] CCCCC(c1nnnn1CS(=O)(=O)c1ccc(C)cc1)N1CCN(C)CC1 (stereo unspecified)
→ -1	5	-1	10	0	1	-3	7	-2
[26] O=C(NNS(=O)(=O)c1ccccc1[N+](=O)[O-])c1ccncc1
→ 10	9	6	-3	0	4	6	3	7
[27] COc1ccc(C2CC(c3ccccc3O)=NN2c2ccccc2)cc1 (stereo unspecified)
→ 6	5	9	4	5	-2	2	9	2
[28] Cc1ccc(C(=O)CNc2ccc(Cl)cc2)cc1
→ -7	4	8	-1	-2	2	1	5	9
[29] O=C(c1ccc(F)cc1)N1CCC(C(=O)N2CCN(S(=O)(=O)c3cccc(F)c3)CC2)CC1
→ 1	5	7	1	-2	2	3	9	-3
[30] O=C(NCCn1cccn1)c1ccc(OC2CCN(CCc3ccccc3)CC2)cc1
→ 7	7	6	5	-3	4	-1	10	3
[31] COc1cccc(N2C(=O)c3ccncc3C2=O)c1
→ 11	1	0	4	-3	2	-3	3	17
[32] Cc1ccc(Nc2cc(C)c3ccc(O)cc3n2)cc1C
→ 34	7	3	8	0	3	-2	3	8
[33] O=c1c2ccc(Cl)cc2[nH]c(=S)n1CCC1=CCCCC1
→ 3	-4	-3	-10	1	-3	-3	0	3
[34] CN(C)c1cccc(N(C)C)c1CNC(=O)NC(=O)c1c(F)cccc1F
→ 3	-1	-2	-1	2	0	3	6	2
[35] Cc1nnc(SCC(=O)NC2CCCCC2)n1N
→ 1	·	·	0	4	0	·	1	4
[36] CCOc1ncccc1C(=O)Nc1ccccc1F
→ 11	4	8	3	-2	-1	2	11	0
[37] Clc1ccc(-c2ccc(C=Nc3ccc(N4CCOCC4)cc3)o2)cc1
→ 24	30	7	-4	31*	4	4	2	8
[38] O=C(N/N=C/c1cccc(NC(=O)c2ccc(Cl)cc2)c1)c1ccc(O)cc1
→ -12	-30	-40	-23	1	-4	-26	0	-11
[39] COc1ccc(CNCc2ccc3ccccc3c2)c(OC)c1
→ 6	7	5	-1	0	1	1	1	-1
[40] O=C(Nc1cccc(-c2nc3ccccc3[nH]2)c1)c1ccc(C(=O)Nc2cccc(-c3nc4ccccc4[nH]3)c2)cc1
→ -26	-23	-143	-73	-46	-30	-60	-48	-17
[41] COc1cccc(CCc2nnc(CCC(=O)N3CCCC3c3nccs3)o2)c1 (stereo unspecified)
→ 14	6	22	6	0	1	5	8	5
[42] Cc1ccc(NC(=O)/C(C#N)=C/c2cc(C)n(-c3ccc(N4CCOCC4)c([N+](=O)[O-])c3)c2C)c(C)c1
→ 6	10	6	-2	-2	3	3	-4	-1
[43] COc1ccc(-c2cc(-c3cc(F)ccc3O)[nH]n2)cc1OC
→ 34	-15	-23	-13	2	1	-23	10	13
[44] CCn1cc(C(=O)NCC2CCCO2)c(=O)c2cc(S(=O)(=O)N3CCCCCC3)ccc21 (stereo unspecified)
→ 10	-2	6	9	-2	8	3	7	0
[45] CC1=C(C(=O)OCc2ccccc2)C(c2ccccc2OS(=O)(=O)c2ccccc2[N+](=O)[O-])NC(=O)N1CCCC(=O)O (stereo unspecified)
→ 31	58*	-2	·	1	·	-5	·	10
[46] CC(=O)Nc1ccc(NC(=O)C(C)OC(=O)CSCc2cccc(Cl)c2)cc1 (stereo unspecified)
→ -28	5	1	7	-3	5	-1	6	11
[47] CC(=O)c1ccc(NS(=O)(=O)c2ccc(C)cc2)cc1
→ 4	0	1	-8	-3	13	-3	3	-1
[48] CS(=O)(=O)N1CCN(Cc2cc(=O)n3ccsc3n2)CC1
→ -5	0	-2	0	1	-2	-7	3	1
[49] CSc1ccccc1C(=O)N1CCN(c2cccc(Cl)c2)CC1
→ 12	4	3	2	0	5	3	13	2
[50] O=C1Nc2cc(C(=O)N3CCN(Cc4ccccc4)CC3)ccc2SC1N1CCOCC1 (stereo unspecified)
→ 21	18	-2	5	3	2	-2	14	3
[51] CC(C)(C)OC(=O)NC1CONC1=O (stereo unspecified)
→ 0	2	1	-6	-3	3	2	1	2
[52] Cc1nnc(NC(=O)c2ccc3ccccc3c2)o1
→ 3	11	7	2	-2	1	2	5	8
[53] O=C(O)CSc1nnc(NC(=O)CN2CCOCC2)s1
→ -1	0	1	-1	-3	6	1	12	8
[54] CCC1CCc2c(sc3nc(SCC(=O)NCc4ccco4)n(-c4ccccc4)c(=O)c23)C1 (stereo unspecified)
→ 5	-2	-1	-5	1	-3	0	-17	6
[55] Cc1ccccc1NC(=O)CSCc1cc(=O)n2ccsc2n1
→ 0	-4	-1	-2	-2	1	-4	2	3
[56] Cc1ccccc1NC(=S)N(CCCN1CCOCC1)Cc1cccs1
→ 1	2	-5	-4	-4	-2	1	11	2
[57] COC(=O)c1c(C(=O)OC)c2oc3ccccc3n2c1Cl
→ 14	1	3	0	-1	-3	1	-9	2
[58] O=C(Nc1cccc(N2C(=O)C3C4C=CC(C4)C3C2=O)c1)c1cccs1 (stereo unspecified)
→ 4	-9	8	-1	-6	4	6	8	-3
[59] N#CCCn1c(SCC(=O)N2CCN(S(=O)(=O)c3ccccc3)CC2)nc2ccccc21
→ 0	-6	4	5	4	2	5	0	3
[60] COc1ccc(-c2nc3nc(C)cc(C)n3n2)cc1
→ -4	-9	-7	-3	4	-1	-5	3	1

The list continues:
Values run as follows: PREPL inhibitor	GSTO1 counter	LYPLA2 counter	PAFAH2 FP inh	PAD4 inh	PAFAH1B2 inh	LYPLA1 inh	PAFAH1B3 FP inh	pPAFAH FP inh
[61] CC(C)CN(Cc1cc2ccccc2[nH]c1=O)C(=O)c1cccnc1
→ 9	0	9	-4	0	2	3	11	3
[62] CC(C)(C)OC(=O)N[C@H](C(=O)OC(C)(C)C)c1ccc(Br)cc1
→ 20	·	-2	6	1	11	1	9	5
[63] COc1ccc(NC(=O)CN(C)C(=O)CCc2ccccc2)cc1
→ -7	8	-4	12	-4	4	-4	8	2
[64] c1ccc2c(c1)nc(-c1ccncc1)n2CCNc1nc(CN2CCCCC2)cs1
→ 5	10	1	-4	-4	4	0	-9	1
[65] CCC(=O)NC(=S)Nc1cccc(NC(=O)c2ccco2)c1
→ 2	1	-2	1	-2	2	2	3	3
[66] CNC(=S)NNC(=O)c1cc(-c2cccnc2)nc2ccccc12
→ 6	4	2	3	2	-3	0	8	0
